# JMJD2C inh = inhibitors of human GASC-1 (JMJD2C) demethylase; Q9H3R0; GST-JMJD2C(1-420) H3K9me3 demethylation, DELFIA europium; inhibition, % at 2.35 µM; hit rate 0.069% among 330,000;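 active means more than half of a compound's replicate wells show inhibition beyond 50%, single wells judged on their own value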;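 further: signal counts dimethyl H3K9 product captured on neutravidin plate; 0% = median of DMSO wells and 100% = 0.3 times that DMSO median; strong numbers were not always called active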
# Efflux pump mplx = inhibitors of Candida antifungal efflux pumps expressed in yeast. inhibition, % at 10 µM. hit rate 0.44% among 330,000. S. cerevisiae Candida pump triplex, Nile Red efflux. AID 485275;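 active means plate passing quality check with inhibition over a set limit, or well fluorescence over plate mean plus 4 SD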;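 further: Nile Red retained in pooled yeast measured as flow cytometry median fluorescence; 0% = buffer negative control and 100% = Enniatin B positive control; higher means more Nile Red kept so more efflux inhibition; some compounds called inactive have numbers as strong as hits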
# CTSL1 counter = cathepsin L1 inhibition, PFM18AAP counter-screen; recombinant F. hepatica cathepsin L1, Z-Leu-Arg-MCA fluorescence; inhibition, % at 5.96 µM; hit rate 0.49% among 300,000; AID 1906;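 active means inhibition above the mean of all tested compounds plus 3 SD, set per screening campaign, cut at about 17% in these data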;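 further: 0% = plate median of test compound wells and 100% = 1 µM Z-Phe-Ala-diazomethylketone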
# PP1 counter = PP1-alpha (human) inhibition in PP5 counter-screen; AID 2235; purified PP1alpha, OMFP fluorescence; hit rate 0.9% among 320,000; P62136; inhibition, % at 6.7 µM;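 active means inhibition above the mean inhibition of all tested compounds plus 3 SD, computed separately for each screening campaign, cut at about 15% in these data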
# PP5 primary = PP5 (human) phosphatase inhibition; P53041; purified PP5c, OMFP substrate fluorescence; inhibition, % at 6.7 µM; hit rate 0.18% among 320,000; AID 1987;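 active means inhibition above the campaign's mean inhibition across all tested compounds plus 3 SD, cut at about 9.5% in these data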;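 further: 0% = DMSO only and 100% = 100 µM cantharidin control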
# Target sequence (P53041 whole entry, looked up): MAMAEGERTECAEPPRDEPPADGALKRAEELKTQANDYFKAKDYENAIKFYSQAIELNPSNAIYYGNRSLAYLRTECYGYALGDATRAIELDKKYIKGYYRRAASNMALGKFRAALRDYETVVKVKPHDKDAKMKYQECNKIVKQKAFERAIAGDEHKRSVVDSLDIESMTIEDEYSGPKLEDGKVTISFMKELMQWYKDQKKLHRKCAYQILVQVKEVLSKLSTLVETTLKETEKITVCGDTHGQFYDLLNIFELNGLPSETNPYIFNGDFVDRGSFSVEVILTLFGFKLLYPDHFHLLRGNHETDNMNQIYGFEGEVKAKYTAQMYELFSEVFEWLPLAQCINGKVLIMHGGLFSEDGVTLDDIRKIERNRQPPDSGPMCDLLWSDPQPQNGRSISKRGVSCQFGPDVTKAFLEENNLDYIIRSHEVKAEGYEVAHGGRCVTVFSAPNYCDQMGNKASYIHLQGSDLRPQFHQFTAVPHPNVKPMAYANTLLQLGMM
# TPT1 inhibitor = inhibitors of Candida albicans tRNA 2'-phosphotransferase TPT1 | inhibition, % at 5 µM | recombinant caTPT1, FP RNA substrate dephosphorylation | AID 1962 | hit rate 0.81% among 300,000;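 active means inhibition above the mean of all tested compounds plus 3 SD, set per screening campaign, cut at about 24% in these data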;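 further: plate controls were DMSO alone for no effect and ferristatin control at 100 nM for full effect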
# core dimer inh = blocks dimerization of HCV core protein | TR-FRET GST/Flag-core106 dimerization, 1536-well | inhibition, % at 5 µM | hit rate 0.33% among 300,000;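 active means inhibition above the mean of all tested compounds plus 3 SD, set per screening campaign, cut at about 45% in these data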
#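 Material: GST/Flag-tagged HCV core106 proteins. Incubation: 4 h, 22.5 °C incubation. Read-out basis: inhibition (%) from 671 over 617 nm ratio. Measured by: TR-FRET, excitation 340 nm, emission 617 and 671 nm.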
# procasp3 activ = procaspase-3 (human) activation; hit rate 0.11% among 330,000; recombinant procaspase-3 D3A, Ac-DEVD-pNA absorbance 405 nm; activation, % at 8.5 µM;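 active means activation above the mean of all tested compounds plus 3 SD, cut at about 21% in these data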;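 further: 0% = DMSO alone and 100% = DMSO wells spiked with extra 5 µM PC-3 D3A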
# Target sequence (P42574 whole entry D9A/D28A/D175A): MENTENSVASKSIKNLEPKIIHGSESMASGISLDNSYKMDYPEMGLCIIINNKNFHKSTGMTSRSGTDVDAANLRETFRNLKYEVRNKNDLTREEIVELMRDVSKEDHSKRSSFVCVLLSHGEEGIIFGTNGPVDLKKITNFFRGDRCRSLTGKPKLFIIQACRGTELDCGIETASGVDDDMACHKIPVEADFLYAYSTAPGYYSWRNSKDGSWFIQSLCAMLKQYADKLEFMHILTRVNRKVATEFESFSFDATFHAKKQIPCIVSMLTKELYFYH
#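 Evaluation: percent activation relative to control range; Material: Procaspase-3 D3A mutant, all three cleavage aspartates alanine; Compound: single dose, 8.5 µM nominal compound, 0.8% DMSO; Replication: one well per compound; Signal: absorbance at 405 nm, 0 and 120 min; Schedule: 1 h preincubation plus 2 h reaction at 25 °C.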
# procasp7 counter = counter-screen: procaspase-7 (human) activation | recombinant procaspase-7, Ac-DEVD-pNA absorbance 405 nm; D23A/D198A/D206A triple mutant, cannot self-cleave; scale: DMSO 0, 5 µM enzyme 100 | hit rate 0.093% among 330,000 | activation, % at 8.5 µM;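 active means percent activation above the screen-wide mean plus 3 SD, cut at about 25% in these data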
# Target sequence (P55210 whole entry D23A/D198A/D206A): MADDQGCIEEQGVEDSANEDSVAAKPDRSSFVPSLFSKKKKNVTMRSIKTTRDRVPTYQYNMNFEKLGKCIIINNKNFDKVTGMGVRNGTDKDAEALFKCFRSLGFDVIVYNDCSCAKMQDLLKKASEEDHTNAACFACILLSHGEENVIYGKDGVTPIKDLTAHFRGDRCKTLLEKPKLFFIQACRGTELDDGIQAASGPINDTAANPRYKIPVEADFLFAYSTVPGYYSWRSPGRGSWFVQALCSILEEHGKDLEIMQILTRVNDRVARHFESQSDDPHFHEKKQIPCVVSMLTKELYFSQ
#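 Assay system: Uncleavable procaspase-7 mutant enzyme; Input: 2 µM procaspase-7 mutant as dispensed; Also added: DEVD-pNA substrate; Medium: Zinc-free HEPES pH 7.4 with 300 mM NaCl, 0.01% Triton X-100; Timing: 1 h compound preincubation, 2 h substrate cleavage, 25 °C; Measured by: Epi-absorbance of released pNA at 405 nm, two timepoints.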
# An asterisk follows results filed as active; / = no result given. Not a hit list; any-hit rate near 2.9%.
# Fields: JMJD2C inh	Efflux pump mplx	CTSL1 counter	PP1 counter	PP5 primary	TPT1 inhibitor	core dimer inh	procasp3 activ	procasp7 counter
1	Cc1c(NC(=O)CN2C(=O)NC3(CCCCC3C)C2=O)cccc1[N+](=O)[O-] (configuration not stated)
    /	-0.2	/	-1	0.1	/	/	3	1
2	O=C(CSCc1ccc(Br)cc1)NC1CC1
    21	0.1	5	1	-0.6	-1	0	3	5
3	COc1ccccc1C(=O)N/C(=C\c1cn(S(=O)(=O)N(C)C)c2ccccc12)C(=O)NCCCN1CCOCC1
    -8	-0.1	0	-2	0.3	0	-3	7	-1
4	COCCN(C(=O)CCc1ccc(OC)cc1)c1nnc(-c2ccncc2)s1
    14	0.0	3	-1	-1.3	-2	1	2	7
5	CCC(=O)N1CCc2cc(S(=O)(=O)NCCC(=O)NC3CCCCCC3)ccc21
    -4	0.0	-3	1	-1.8	-1	-1	-1	7
6	COC(=O)c1cc(=O)n(Cc2ccco2)c(=Nc2ccc(F)c(Cl)c2)s1
    9	-0.1	-4	4	2.9	-2	24	14	-9
7	COC(=O)c1cccc(/C=N/NC(N)=S)c1O
    -4	0.0	4	-4	1.7	1	-1	17	16
8	CCOC(=O)c1nn(-c2ccc(Cl)cc2)cc1O
    9	0.8	0	-1	1.5	2	-2	0	-1
9	CN1C(=O)C(C)(C)c2cc(S(=O)(=O)NCCc3ccc(Cl)cc3)ccc21
    -24	-0.1	-3	-8	0.7	2	-2	8	8
10	COCCNC(=S)N/N=C1\CC(C)CC(C)(C)C1 (configuration not stated)
    -8	0.1	-4	-3	-0.8	3	-3	0	1
11	O=C(Cc1ccc(Cl)cc1)Nc1cccc(S(=O)(=O)Nc2ccccc2F)c1
    5	0.1	2	0	3.9	-1	8	1	1
12	COc1ccc(OC)c(S(=O)(=O)Nc2ccccc2C)c1
    -3	0.1	1	-4	3.1	-1	-5	-3	10
13	O=S(=O)(NC(=S)NC1CCCCC1)c1cccs1
    -3	-0.4	-1	-1	0.9	-2	-5	-5	-11
14	COc1ccc(/C=N/NC(=S)SC)cc1OC
    5	0.7	2	-1	4.0	-3	-2	-7	-2
15	CC(NC(=O)c1ccc(C(C)(C)C)cc1)C(=O)O (configuration not stated)
    0	0.0	7	-4	-0.7	0	0	1	-4

# Three compounds already listed, arranged by the value under TPT1 inhibitor, low to high:
no. | mol | TPT1 inhibitor
12 | COc1ccc(OC)c(S(=O)(=O)Nc2ccccc2C)c1 | -1
7 | COC(=O)c1cccc(/C=N/NC(N)=S)c1O | 1
8 | CCOC(=O)c1nn(-c2ccc(Cl)cc2)cc1O | 2

# The results go on.
# Fields: JMJD2C inh	Efflux pump mplx	CTSL1 counter	PP1 counter	PP5 primary	TPT1 inhibitor	core dimer inh	procasp3 activ	procasp7 counter
16	COc1ccc(C(=O)NNC2=NC(C)(C)Cc3ccccc32)cc1
    -2	0.3	-5	-2	-3.4	2	-12	6	6
17	COc1ccc(S(=O)(=O)N(Cc2ccccc2)Cc2nc(-c3ccccc3)no2)cc1
    /	0.1	-2	2	2.7	-3	2	1	-2
18	COc1ccc(C)cc1NC1=C(Cl)C(=O)N(C2CCCCC2)C1=O
    4	-0.1	0	-1	-2.0	2	7	-6	-1
19	CCN1CCCC1CN(Cc1cc2cc(C)cc(C)c2[nH]c1=O)C(=O)Nc1ccccc1OC (configuration not stated)
    5	0.1	2	2	2.1	8	11	5	9
20	CCCCCCCn1c(C)nnc1-c1cnn(C)c1N
    -2	-0.1	2	0	0.6	-1	1	3	-2
21	O=C(NN1CCOCC1)c1cn(-c2ccccc2)nc1-c1cccs1
    -2	0.4	1	-6	0.7	0	-2	0	-2
22	Cc1ccc([N+](=O)[O-])cc1NC(=S)NC(=O)CC(C)(C)C
    -1	-0.1	3	0	0.4	0	1	-6	10
23	CC(=O)Nc1ccc(NC(=O)C2CCN(c3c(Cc4ccccc4)c(C)nc4ncnn34)CC2)cc1
    -1	-0.1	-3	-1	-1.8	-3	-1	14	-2
24	Cc1cc(=O)[nH]c(N/N=C/c2ccc([N+](=O)[O-])cc2)n1
    0	0.1	1	-1	2.5	2	11	4	4
25	Cc1c(C(=O)O)sc2nc(CSc3nnc(-c4ccc(F)cc4)n3C)[nH]c(=O)c12
    3	0.0	1	1	0.7	1	3	-4	-7
26	COCC(C)N1CCC(n2nccc2NC(=O)CCCc2ccccc2)CC1 (configuration not stated)
    -10	-0.3	1	-3	0.3	0	-4	0	6
27	CC(C)Cn1c(=O)c2ccccc2n2c(SCC(=O)N3c4ccccc4CC3C)nnc12 (configuration not stated)
    38	-0.2	2	3	2.8	-3	3	9	6
28	Fc1ccccc1CN(CCN1CCOCC1)C(=S)Nc1ccccc1Cl
    -15	-0.4	1	-3	-1.2	-1	-1	3	8
29	CCc1cc(C(=O)N/N=C/c2c(C)[nH]c3ccccc23)cs1
    1	-0.1	-1	2	5.9	3	-20	4	4
30	COc1cc2c(cc1OC)C1(CCCC1)CNC2c1ccc([N+](=O)[O-])cc1 (configuration not stated)
    13	0.3	-7	-1	-1.3	1	12	5	-4
31	Cc1ccc2ccc[n+](Cc3ccccc3)c2c1
    0	0.0	-2	-3	1.6	-1	1	4	4
32	Nc1ccc(C(=O)OCCc2ccccc2)cc1
    -1	0.2	0	0	2.0	-3	-3	5	-1
33	CCOC(=O)Cc1nn(CCc2ccccn2)c(=O)c2ccccc12
    -1	-0.1	-3	-1	-1.4	0	-1	4	15
34	CCNC(=S)N=Nc1c(O)[nH]c2ccc([N+](=O)[O-])cc12
    9	-0.1	6	-1	0.4	-2	-4	4	-4
35	CCCCNC(=S)Nc1cccc2cnccc12
    -14	0.0	-3	-1	-0.4	2	4	-4	-6
36	CC(=O)c1c(-c2ccc(C)cc2)nc2c3ccccc3ccn12
    -2	0.1	3	-2	1.5	-2	3	-1	-1
37	CC1CCCCN1C(=O)c1cc(S(=O)(=O)N2CCOCC2)ccc1Cl (configuration not stated)
    -10	0.1	/	/	/	/	/	5	-8
38	O=C(NC(Cc1ccccc1)C(=O)O)/C(=C/c1ccccc1)NC(=O)c1ccccc1 (configuration not stated)
    2	0.3	-7	-2	1.4	2	-5	-10	-4
39	Cc1ccc(NC(=O)CNS(=O)(=O)c2ccc(F)cc2)cc1C
    -4	-0.1	-1	-3	0.3	-3	-2	7	4
40	COc1cc(NS(=O)(=O)c2ccc(N/C=C\C(=O)c3ccc(C)cc3)cc2)nc(OC)n1
    0	0.2	4	2	-0.1	1	24	0	13
41	O=C(CSc1ccccc1C(=O)N1CCCCC1)NCC1CCCCC1
    15	-1.8	2	1	2.5	3	0	-10	-4
42	C=C(C)c1cccc(C(C)(C)NC(=O)Nc2ncccn2)c1
    -1	-0.2	5	-7	1.3	-3	0	2	-2
43	COc1ccc(C(=O)N[C@H]2CCCCNC2=O)cc1OC1CCN(C(C)C)CC1
    1	0.1	2	-5	1.1	-1	4	4	6
44	O=C1CCC(c2ccc(-n3ccnc3)cc2)=NN1
    2	0.0	2	-4	-0.4	0	18	7	8
45	CCCCN1CC2=C(C1=O)C(c1ccc(O)cc1)NC(=O)N2C (configuration not stated)
    7	0.1	0	-1	-1.1	0	3	-4	4
46	CCNC(=O)C12CCC(C)(c3nc4cc(C)c(C)cc4nc31)C2(C)C (configuration not stated)
    -5	-0.2	0	-2	0.4	-3	0	1	6
47	O=C(NC(=S)Nc1ccccc1)c1csnn1
    14	0.2	0	-1	-0.8	-1	-2	1	-3
48	Cn1nc(C(F)(F)F)c2cc(C(=O)Nc3ccc(Cl)cc3)sc21
    -9	0.1	5	-3	3.1	5	11	1	2
49	CCOc1ccc(Br)cc1CN(CC)CC
    -4	-0.1	-1	-2	-1.9	0	-2	3	6
50	COc1ccc(-n2nc(C)cc2N)cc1
    3	-0.1	-1	-5	1.4	1	-3	-3	3
51	Cc1ccc(Cc2c(C)nc3nc(SCC(=O)NCc4ccco4)nn3c2C)cc1
    0	-0.2	3	4	1.9	-4	14	-13	-14
52	Cc1ccccc1SCC(=O)OCC(=O)N(C)c1c(N)n(Cc2ccccc2)c(=O)[nH]c1=O
    -19	0.1	-25	-5	3.1	1	2	3	7
53	CCC(=O)Nc1ccc(/C(C)=N/NC(=O)c2c(-c3ccccc3Cl)noc2C)cc1
    -3	-0.4	-1	-2	2.0	6	1	11	0
54	Cc1ccc(S(=O)(=O)/C(C#N)=C/c2c(N3CCC(C(N)=O)CC3)nc3c(C)cccn3c2=O)cc1
    -4	0.0	-4	-1	0.4	4	14	-4	-5
55	Cc1ccccc1Cn1c(=N)n(CC(=O)c2ccco2)c2ccccc21
    1	0.0	3	5	0.4	6	-1	-5	-6
56	O=C(CCc1ccccc1)Nc1ccnn1C1CCN(Cc2ccc(OCCO)cc2)CC1
    -7	2.6	2	4	1.1	-4	-9	5	-5
57	COC(=O)C1=C(C)Nc2nc3ccccc3n2C1c1cc(OC)c(OC)c(OC)c1 (configuration not stated)
    -5	0.0	7	-3	2.0	-2	-7	-19	4
58	COc1ccccc1CCC(=O)NC1CCCN(c2ccc(C(F)(F)F)cn2)C1 (configuration not stated)
    -15	0.0	-3	-2	4.2	-2	-1	-1	-8
59	CCOc1ccc(CCNS(=O)(=O)c2ccc3c(c2)N(C(C)=O)CCO3)cc1OCC
    3	-0.1	-1	0	1.6	0	4	7	1
60	CSc1sc(C)cc1C=O
    3	0.0	1	0	-1.2	-1	9	4	-1
61	CCOc1ccc(S(=O)(=O)Nc2nc3ccccc3nc2-n2ccc(=NC(=O)c3ccccc3C)cc2)cc1
    -13	0.0	1	5	2.7	8	27	2	4
62	Cc1ccc(S(=O)(=O)N(Cc2ccccc2)c2ccccc2C(=O)Nc2ccccc2C(=O)NCc2ccco2)cc1
    10	-0.3	2	4	2.4	2	15	1	11
63	CN(C)CCN(C(=O)C1CCN(S(=O)(=O)c2cccs2)CC1)c1nc2c(F)cccc2s1
    -47	0.0	-2	-3	0.9	-1	-7	-6	3
64	COCc1cc(C)nc(OCC(=O)N/N=C/c2ccc(OC)c(OC)c2)c1C#N
    -6	0.0	-2	-2	0.4	-4	10	-3	-3
65	COc1cc(-c2c(C#N)c(N)nc3[nH]c(=S)[nH]c(=O)c23)ccc1O
    6	-0.1	6	-3	0.8	0	3	5	6
66	Cc1ccc(NC(=O)C2CCN(S(=O)(=O)c3c(C)noc3/C=C/N(C)C)CC2)cc1
    -13	0.0	1	2	2.6	18	-7	9	4
67	N[C@@H](Cc1ccccc1)c1nnc(SC/C=C/c2ccccc2)o1
    10	0.4	7	-3	2.7	0	-4	-7	-3
68	CC(=O)CCc1oc2ccc(NC(C)=O)cc2c1-c1ccc(C)o1
    7	-0.1	-1	0	2.1	-2	-3	1	-7
